Bioassay records deposited in PubChem by several laboratories.
KLK5 inh: human KLK5 protease inhibitors, primary screen, biochemical, 1536-well; recombinant hK5, fluorogenic AMC substrate cleavage; inhibition, % at 5 µM; 210,000 compounds, 0.59% hits; AID 873, 2007;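 active = inhibition of 40% or more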;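 also: 0% = enzyme controls without compound and 100% = no-enzyme blanks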
Target sequence (Q9Y337 67-293 limits assumed): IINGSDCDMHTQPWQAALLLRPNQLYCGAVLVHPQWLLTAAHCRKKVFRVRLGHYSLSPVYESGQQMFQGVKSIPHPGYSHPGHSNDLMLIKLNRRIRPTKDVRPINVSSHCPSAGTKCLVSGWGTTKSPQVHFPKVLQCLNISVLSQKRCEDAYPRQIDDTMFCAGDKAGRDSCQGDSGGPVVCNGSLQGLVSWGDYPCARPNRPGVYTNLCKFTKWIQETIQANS
Rad51 HR inh: human RAD51 strand exchange inhibitors, primary screen, biochemical, fluorescence | hRad51 DNA strand exchange, fluorescence dequenching | AID 1385, 2008 | inhibition, % at 10 µM | 200,000 compounds, 0.085% hits | DNA repair protein RAD51 homolog 1 (Homo sapiens), Q06609;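 active = inhibition above 40% at the single screening dose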;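 also: 0% = DMSO control wells and 100% = blanks with heterologous ssDNA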
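System: hRad51 filaments on single-stranded DNA; reagent: Fluorescein- and BHQ1-tagged 47-mer duplex; compound dosing: one concentration, 10 µM final; timing: filaments 15 min 37 °C, then compound 30 min; measured by: fluorescein emission 520 nm, excitation 485 nm; benchmarks: per-plate controls and blanks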
KCC2 mod: KCC2 cotransporter modulators, thallium flux, primary screen, cell-based, HEK293 KCC2, FluoZin-2 fluorescence, MLSMR; Solute carrier family 12 member 5 (Homo sapiens), Q9H2X9; KCC2 cells, thallium flux FluoZin-2 fluorescence; B-score of Tl+ flux slope (higher = more flux/activation; lower = inhibition) at 10 µM; 190,000 compounds, 2.2% hits; AID 1456, 2008;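 active = thallium flux slope and its plate-corrected score both differing from the plate sample mean at a set confidence after two filtering rounds, in either direction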;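 also: slope of fluorescence scaled to starting intensity during 10 to 20 s after thallium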
p47phox inh: p47phox/p22phox peptide binding inhibitors, primary screen, biochemical, uHTS, NADPH oxidase regulatory subunit. fluorescence polarization, 2 h. Neutrophil cytosol factor 1 (Homo sapiens), P14598. inhibition, % at 24.7 µM. 220,000 compounds, 0.53% hits;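 also: 0% = p47phox with labelled peptide and 100% = labelled peptide alone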
Furin inh: human furin inhibitors, primary screen, biochemical, fluorescence intensity; purified furin, fluorogenic substrate cleavage; 220,000 compounds, 0.061% hits; P09958; inhibition, % at 30 µM; in the data active = inhibition above about 25%; also: inactives centre near -15
Target sequence (P09958 108-714 limits assumed): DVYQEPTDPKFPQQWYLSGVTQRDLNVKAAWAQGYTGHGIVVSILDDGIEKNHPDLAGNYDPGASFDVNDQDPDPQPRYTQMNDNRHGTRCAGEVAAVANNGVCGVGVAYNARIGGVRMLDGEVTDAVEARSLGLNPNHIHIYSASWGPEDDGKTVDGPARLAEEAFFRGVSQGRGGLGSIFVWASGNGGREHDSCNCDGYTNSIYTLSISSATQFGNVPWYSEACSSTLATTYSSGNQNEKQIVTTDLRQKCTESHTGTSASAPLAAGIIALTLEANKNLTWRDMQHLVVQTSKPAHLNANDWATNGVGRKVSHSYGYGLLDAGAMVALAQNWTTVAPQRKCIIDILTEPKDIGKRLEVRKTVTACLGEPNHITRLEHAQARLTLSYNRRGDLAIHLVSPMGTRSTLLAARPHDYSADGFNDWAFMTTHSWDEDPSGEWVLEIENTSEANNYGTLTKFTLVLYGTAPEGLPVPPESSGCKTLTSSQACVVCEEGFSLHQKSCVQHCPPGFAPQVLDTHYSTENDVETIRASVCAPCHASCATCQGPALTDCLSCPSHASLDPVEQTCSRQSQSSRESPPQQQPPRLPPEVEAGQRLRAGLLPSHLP
eIF4E-4G inh: eIF4E–eIF4G protein interaction inhibitors, primary screen, biochemical, uHTS, TR-FRET, eIF4GI fragment; Eukaryotic translation initiation factor 4E (Mus musculus) + Eukaryotic translation …; TR-FRET eIF4E-eIF4GI(517-606) binding, 2 h; inhibition, % at 21.7 µM; 220,000 compounds, 0.37% hits;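 also: 0% = full FRET control wells and 100% = background wells lacking eIF4GI fragment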
14-3-3 Bad PPI: inhibitors of 14-3-3 zeta/Bad binding, primary screen, biochemical, TR-FRET, bovine 14-3-3 zeta | 220,000 compounds, 0.71% hits | 14-3-3 protein zeta/delta (Bos taurus), P63103 | inhibition, % at 21.7 µM | TR-FRET 14-3-3zeta/Dy647-pBad peptide displacement, 1 h | AID 781, 2007;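 active = inhibition above about 70%, limit read from the data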;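 also: 0% = full 14-3-3 plus peptide FRET controls and 100% = background without 14-3-3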
EBV gp42 block: Epstein-Barr virus gp42 inhibitors, primary screen, biochemical, uHTS, fluorescence polarization; Glycoprotein 42 (Epstein-Barr virus (strain AG876)), Q1HVG2; Fluorescence polarization binding assay, mP read-out; inhibition, % (tested at 21.74 µM); 220,000 compounds, 0.42% hits; AID 1085, 2008; in the data active = inhibition above about 50%
thrombin 1536: human alpha-thrombin inhibitors, primary screen, counter-screen for coagulation protease inhibitor project, biochemical, 1536-well, fluorogenic AMC substrate | AID 1046, 2008 | Boc-VPR-AMC fluorogenic substrate cleavage | Prothrombin (Homo sapiens), P00734 | inhibition, % at 5 µM | 220,000 compounds, 0.26% hits;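 active = inhibition at or above 40%; inactive = inhibition below 40%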;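 also: 0% = enzyme with no compound and 100% = wells without enzyme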
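Material: human alpha-thrombin protein; Also added: Boc-VPR-AMC substrate, 15 µM final; Timing: enzyme reaction carried out at room temperature; Signal: fluorescence, ex 355 nm, em 460 nm; Measure: % inhibition of thrombin; Controls: enzyme without compound as high, wells lacking enzyme as low.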
The depositor's hits bear a star; · = no result given; [ ] = remark or other dose.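 The calls were made as follows, unless noted: active = inhibition above about 30% (limit read from the data); inactive = the rest.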

SMILES	KLK5 inh	Rad51 HR inh	KCC2 mod	p47phox inh	Furin inh	eIF4E-4G inh	14-3-3 Bad PPI	EBV gp42 block	thrombin 1536
CCOC(=O)C1CCCN(c2oc(-c3ccc(F)cc3)nc2C#N)C1 (stereo unspecified)	-1	10	-0.86	2	-49	17	22	0	-2
CCN1C(=O)NC(c2cc(Br)ccc2OC)C(C(=O)OC)=C1C (stereo unspecified)	15	-7	-0.27	-5	-5[20 µM]	-1	3[fluorescence artefact?]	-22	-3
Cc1occc1-c1nnc(SCc2cc(=O)n3cc(Br)ccc3n2)n1C	-37	·	·	-4	-13	-2	7	-22	5
COc1cc(CN(C2CCCCC2C)S(=O)(=O)c2ccc(S(=O)(=O)NC3CC3)cc2)cc(OC)c1OC (stereo unspecified)	-12	5	0.15	1	6	-6[fluorescence artefact?]	-1	6	-4
COc1cc2c(cc1NC(=O)Nc1ccccc1)oc1ccccc12	-20	-8	0.55	-24	-17	4	11	-16	0
NC1=NC(=Nc2cccc(S(N)(=O)=O)c2)c2ccccc21	3	-2	·	-6	-12	0	2	-14	2
CCOc1ccc(S(=O)(=O)N2CCCC2)cc1	-21	3	-0.22	-11	-9[20 µM]	5[fluorescence artefact?]	-6[fluorescence artefact?]	-19	0
Cc1[nH]nc(-c2ccc(O)c(C)c2O)c1-c1cnn(-c2ccccc2)c1	0	-3	·	-27	-15[20 µM]	13	-6	20	0
Cc1ccc(C(=O)N2CC(C)SC2=Nc2cccc(S(=O)(=O)N(C)C)c2)cc1 (stereo unspecified)	-5	1	-1.3	-71	-12	-5	-3	-16	-4
COc1ccc(OCCC(=O)NC2CCCCC2)cc1	-2	-21	0.49	1	-18	-4	-3	2	-3
COc1cccc(C2/C(=C(/O)c3ccccc3)C(=O)C(=O)N2CCCC(=O)O)c1 (stereo unspecified)	-9	11	1.2	-6	-9	10	49	-9	3
CC(O)c1nc2ccccc2n1Cc1ccc([N+](=O)[O-])cc1 (stereo unspecified)	-13	3	-0.19	0	-17	-3[fluorescence artefact?]	-8	-21	-2
CN(C)[C@@H]1C(=O)C(C(N)=O)=C(O)[C@@]2(O)C(=O)C3=C(O)c4c(O)ccc(Cl)c4[C@@H](O)[C@H]3C[C@@H]12	-16	-6	0.74	11	4	14	27	-9	-1
Cc1ccc(Nc2c(-c3ccccn3)nc3ccc(C)cn23)cc1	-27	-6	-0.62	-4	2	-7	-24	13	0
CS(=O)(=O)Nc1ccc(C(=O)NCc2cccnc2)cc1	6	4	-0.11	-5	-28[20 µM]	1	6	-16	4
Cc1ccc(S(=O)(=O)N2CCOC2CNC(=O)C(=O)NCCc2c[nH]c3ccccc23)cc1 (stereo unspecified)	14	2	-2.5	-17	-12	2	-6	-14	-3
Fc1ccccc1NC(=S)N1CCC(c2ccccc2)C1 (stereo unspecified)	·	·	0.0051	·	-29	3	6	-12	-5
O=C(/N=C1/c2ccccc2CN1c1ccccc1)Nc1ccccc1	-7	4	1.7	-11	-26	-5	0[fluorescence artefact?]	-6	-4
COc1ccc2c(CC#N)c[nH]c2c1	-9	·	0.12	-9	-19	-10	-14	-1	-8
O=C(CN1CCN(c2nc(-c3ccccc3)cs2)CC1)NNC(=O)c1ccco1	2	8	-2.1	11	-22	0	-12	3	0
CCCOc1ccc(N2C(=O)CC(SCc3nc4ccccc4[nH]3)C2=O)cc1 (stereo unspecified)	34	-7	0.19	2	-10	8	-7	-19	33
O=C(NCC1CCCO1)/C(=C/c1ccccc1)NC(=O)c1ccccc1 (stereo unspecified)	-8	39	0.89	-7	-21	-5	-11	-7	6
COc1ccc(-n2c(SCC(=O)NNC(=O)c3ccccc3C)nnc2-c2ccncc2)cc1	-9	5	1.1	-7	-19	2	-5	-10	2
Nc1nc2nc(-c3ccc(F)cc3)cc(C(F)(F)F)n2n1	-29	-4	-0.55	1	-120	6	11	0	-26
COc1cccc(CNC(=O)CCC2CCCN(C(=O)c3cc(C4CC4)[nH]n3)C2)c1 (stereo unspecified)	·	8	-1.1	9	-5	0	-12	-7	-2
COc1ccc(-c2cc(CCCC(=O)N3CCN(c4ccc(OC)cc4)CC3)no2)cc1	0	-3	-0.93	-1	-4	-3	4	-20	0
Cc1cc(Nc2ccc(C)c(Br)c2)n2nc(C)nc2n1	-6	-2	0.48	-5	-28	4[fluorescence artefact?]	20[fluorescence artefact?]	3	-2
O=C(Nn1cnnc1)C(c1ccccc1)c1ccccc1	-6	1	0.87	-26	0	2[fluorescence artefact?]	-8	-6	-5
Cc1ccc(-c2nc(Nc3ccccc3)n[nH]2)cc1	0	5	·	0	-19[20 µM]	8	0	-9	-3
COc1ccc(-n2c(-c3ccccc3)nc(=S)c3c2CCCC3)cc1	3	·	-0.95	-9	4[20 µM]	6	-16	-19	5
C=CCOc1ccc(CNc2nccs2)cc1OC	-11	-2	0.68	-23	-14[20 µM]	-10[fluorescence artefact?]	-9	-2	0
CCCCNC(=O)CCC(=O)NNc1nc2ccccc2c2nc(C)nn12	22	2	-0.15	23	-6	-28	21[fluorescence artefact?]	-3	22
CC(NC(=O)Cc1ccccc1F)c1ccc(F)cc1 (stereo unspecified)	-3	7	0.57	-1	-23	-3	-1	-20	-7
COc1cccc(CNCC(=O)Nc2ccc(N3CCOCC3)cc2)c1	·	·	0.069	-7	-14	1	24	-10	0
CCOc1cc(/C=N/NC(=O)c2ccncc2)ccc1OS(C)(=O)=O	-15	-4	0.42	-5	-8	6[fluorescence artefact?]	-6[fluorescence artefact?]	16	-6
COCCOC(=O)C1=C(C)NC(=O)NC1c1c(F)cccc1Cl (stereo unspecified)	1	-6	·	-10	10	4[fluorescence artefact?]	-3	-3	-2
COC(=O)C1=C(C)N(c2ccc(Cl)cc2)/C(=C/c2cccs2)C1=O	0	-4	0.02	0	-1	-1	-7	-26	1
CCN(CC)CCNC(=O)c1cc2c(-c3ccc(Cl)cc3)nn(C)c2s1	-7	0	·	-24	-51	-1	6	-27	-1
CSc1nnc(-c2ccc(Cl)cc2Cl)o1	-10	7	0.15	-5	-17[20 µM]	-2[fluorescence artefact?]	-15	-7	-2
CCn1c(O)c(/C=N/NC(=O)c2ccncc2)c(=O)n(CC)c1=S	-73	-140	-1	-236	7	-3	-7	-167	0
O=C(CN1C(=O)c2cccc3cccc1c23)Nc1ccccc1C(=O)NCc1ccco1	-3	2	·	-16	-15[20 µM]	-5[fluorescence artefact?]	3	-15	4
O=C(CCC(=O)NCCO)NCCO	-1	4	0.27	-6	-7	-2	-4	-5	10
Cc1nnc2sc(-c3cccc4ccccc34)nn12	-4	-8	-0.45	-13	-2	0	1	-17	-1
CSCCC(NS(=O)(=O)c1ccc(Cl)cc1)C(=O)OCc1cccc(Cl)c1 (stereo unspecified)	-19	6	-1.1	-10	-4	-7[fluorescence artefact?]	-29[fluorescence artefact?]	-5	-3
CCC(OC(=O)c1cccs1)C(=O)NCc1ccco1 (stereo unspecified)	4	-7	0.072	-8	-25[20 µM]	3[fluorescence artefact?]	-4	-24	-7
COCCSc1nnc(NC(=O)c2ccc(OC)c([N+](=O)[O-])c2)s1	-8	-35	-0.066	9	-13	2	-2	8	-13
OCCn1nc2c3ccccc3nc-2n(-c2ccccc2)c1=S	-6	4	2	1	-9	1[fluorescence artefact?]	7	-6	2
O=C1c2ccccc2C(=O)N1CCCCSc1nc2ccccc2c(=O)n1CCCN1CCOCC1	8	-7	-0.21	-3	-3	-3	-1	2	0
Cc1ccc(/C=N/NC(=O)c2cccc(S(=O)(=O)Nc3cccc(Cl)c3)c2)o1	0	-5	0.33	-2	-17	1	-14	-3	-3
NC1=NC(c2ccccc2Cl)n2c(nc3ccccc32)N1 (stereo unspecified)	17	5	-2.4	-7	-27	-7	-6[fluorescence artefact?]	3	-6
(listing goes on)
SMILES	KLK5 inh	Rad51 HR inh	KCC2 mod	p47phox inh	Furin inh	eIF4E-4G inh	14-3-3 Bad PPI	EBV gp42 block	thrombin 1536
CCOC(=O)Cc1nnc(NC(=O)CSc2nnc3c4ccccc4n(C(C)C)c3n2)s1	-9	-9	-0.4	-11	-8	11	-2	4	-4
CCOC(=O)C1C(c2cccnc2)NC(=O)NC1(O)C(F)(F)F (stereo unspecified)	3	2	-0.29	-10	-26	7	-3	-16	0
Cc1cc2ncn(/N=C/c3ccc(-c4ccccc4)o3)c2cc1C	-2	-8	·	0	-3[20 µM]	-9	-9[fluorescence artefact?]	3	-6
Cc1cc(-c2nnc(-c3ccccc3)c(-c3ccccc3)n2)c(C)o1	-17	-6	·	-15	-2	-3	2	-24	2
O=C(COC(=O)CC1CCCC1)Nc1ccc(OC(F)F)cc1	-4	2	0.53	-8	-19	0	-1	-10	-9
CCCCn1nnc(NC(=S)NC(=O)c2cccs2)n1	12	-9	2.7	-9	-12	3	-7	-17	-1
Cc1cccc(C)c1NC(=O)CSc1nnc(C)c(=O)[nH]1	1	-4	0.36	-228	-10	-2	-14	-12	-5
NC(=O)NC(Cc1ccccc1)C(=O)O (stereo unspecified)	-6	-1	0.59	0	-24	-1[fluorescence artefact?]	6[fluorescence artefact?]	-2	-2
Cc1cccn2c(=O)c3cc(C(N)=S)c(=N)n(CCCN4CCOCC4)c3nc12	-9	28	-0.023	-2	-41	3	-18	2	4
C=CCNC(=O)CN(c1cccc(Br)c1)S(C)(=O)=O	0	-4	-0.035	0	-26[20 µM]	2	0	-19	-2
Cc1ccc(C)c(N2CCN(C(c3ccncc3)c3nnnn3Cc3ccccc3)CC2)c1 (stereo unspecified)	-3	-2	1.2	16	-3	-5	43	-11	-10
COc1ccc(C(=O)NCCN2CCOCC2)c(OC)c1	-2	-4	-0.034	-12	-24	-1	-3	-13	-5
CC(C)CNS(=O)(=O)c1ccc(CCC(=O)NCc2cccnc2)cc1	-1	0	-0.46	-10	-15[20 µM]	1	3[fluorescence artefact?]	-6	-7
Cc1c(C(=O)N2CC(C)OC(C)C2)oc2ccccc12 (stereo unspecified)	-1	10	0.22	-12	-17	-5	-5	-8	-1
